Anthrax LF inh2: inhibitors of Bacillus anthracis lethal factor protease | AID 588501 | P15917 | 360,000 compounds, 0.12% hits | inhibition, % at 10 µM | multiplex microsphere protease cleavage assay, LF; note: plate controls were buffer without enzyme for full effect and enzyme alone for no effect
Target sequence (P15917 whole entry, looked up): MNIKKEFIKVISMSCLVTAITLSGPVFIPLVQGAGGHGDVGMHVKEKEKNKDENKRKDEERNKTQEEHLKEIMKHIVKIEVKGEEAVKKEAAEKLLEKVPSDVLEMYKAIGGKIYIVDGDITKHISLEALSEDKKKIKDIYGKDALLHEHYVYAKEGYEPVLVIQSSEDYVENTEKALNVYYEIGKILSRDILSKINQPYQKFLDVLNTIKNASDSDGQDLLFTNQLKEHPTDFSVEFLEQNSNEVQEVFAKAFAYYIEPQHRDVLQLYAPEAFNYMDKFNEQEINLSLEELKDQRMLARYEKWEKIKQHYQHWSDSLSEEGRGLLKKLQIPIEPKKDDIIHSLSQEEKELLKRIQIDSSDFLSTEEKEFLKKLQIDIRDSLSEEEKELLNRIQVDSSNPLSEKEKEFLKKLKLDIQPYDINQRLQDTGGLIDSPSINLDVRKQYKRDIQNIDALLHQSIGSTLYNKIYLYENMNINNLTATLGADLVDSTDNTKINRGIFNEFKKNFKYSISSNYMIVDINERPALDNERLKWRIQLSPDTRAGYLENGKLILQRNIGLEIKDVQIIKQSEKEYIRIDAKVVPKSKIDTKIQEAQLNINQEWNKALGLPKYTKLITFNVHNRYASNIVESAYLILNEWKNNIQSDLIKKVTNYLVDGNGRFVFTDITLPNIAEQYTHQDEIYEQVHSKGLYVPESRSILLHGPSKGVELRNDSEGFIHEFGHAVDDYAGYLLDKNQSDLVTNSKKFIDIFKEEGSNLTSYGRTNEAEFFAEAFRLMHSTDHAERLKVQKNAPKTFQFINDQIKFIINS
PfHsp40 yeast: rescue of PfHsp40-mediated yeast toxicity | S. cerevisiae expressing PfHsp40, growth rescue, ATP luminescence | growth rescue, % at 12.5 µM | 340,000 compounds, 0.68% hits | AID 504582; in the data active = growth rescue above about 28%, passing the limit was not always enough;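 note: yeast W303a lacking pdr1 and pdr3 grown in galactose medium; growth measured after three days at 30 °C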
BH1578 lux ind: inducers of Vibrio cholerae quorum light production without autoinducers; V. cholerae BH1578 lux reporter, luminescence, 6 h; activation, % at 18.7 µM; 350,000 compounds, 0.16% hits; in the data active = activation mostly above about 9.7%, no sharp cut-off; note: not every result past the cut was called active; inactives centre near 0; reference of the scale not given here
3CLpro inhibitor: SARS-CoV 3CLpro protease inhibition | P0C6X7 | recombinant SARS-CoV 3CLpro, quenched FRET peptide cleavage | inhibition, % at 6 µM | 290,000 compounds, 0.14% hits; in the data active = inhibition above about 12%
PrPC surface inh: inhibitors of human cell surface prion protein PrPC; P04156; inhibition, % at 13.8 µM; TR-FRET read-out; 370,000 compounds, 0.43% hits; in the data active = inhibition above about 24%; note: 0% = median of the test wells and 100% = reference compound wells
TcdB inh: inhibitors of Clostridioides difficile toxin B glycohydrolase; TcdB glycohydrolase enzymatic assay, plate reader; inhibition, % at 9.99 µM; 350,000 compounds, 0.24% hits; AID 652162; in the data active = inhibition above about 10%
BoNT A protease: inhibitors of Botulinum neurotoxin A light chain protease; inhibition, % at 10 µM; 360,000 compounds, 0.17% hits; multiplex microsphere protease substrate cleavage, flow cytometry; AID 588499; note: plate controls were buffer without enzyme for full effect and enzyme alone for no effect
Yp Topo-I inh: inhibitors of Yersinia pestis topoisomerase I | Y. pestis Topo-I cleavage product accumulation, plate reader | activity, % at 10 µM | 360,000 compounds, 0.064% hits; in the data active = activity above about 50%, passing the limit was not always enough; note: inactives centre near 2
PriA SSB inh: blocks PriA binding to SSB C-terminal tail. inhibition, % at 33 µM. AlphaScreen SSBct-PriA binding, biotinylated peptide. 430,000 compounds, 0.6% hits. AID 1272365; in the data active = inhibition mostly above about 37%, no sharp cut-off; inactive = mostly below about 20%;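 note: plate controls were negative control peptide for no effect and reference peptide for full effect; strong numbers were not always called active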
* marks the source's active call; other numbers are inactive results; i = inactive; . = no result given; & = joins results of further samples. Cut-off read from the data, not from the text of the source, unless noted: active = inhibition above about 30%; inconclusive = no clear call, values can overlap the other calls; inactive = below that. Only part of the results is shown (hit frequency here may not be typical).

smiles,Anthrax LF inh2,PfHsp40 yeast,BH1578 lux ind,3CLpro inhibitor,PrPC surface inh,TcdB inh,BoNT A protease,Yp Topo-I inh,PriA SSB inh
Nc1nc(SCC(=O)N2N=C3/C(=C\c4ccco4)CCCC3C2c2ccco2)n[nH]1 (stereo not given),-4,-0.2,.,.,-2,-0.1,-5.1,16,11
Cc1cnc2cc([N+](=O)[O-])ccc2n1,2,-0.2,-0.2,3,-34,1.0,0.4,1,-4
O=C(c1ccccc1)c1ccc2nc(Nc3ccccc3)c3nncn3c2c1,1,-0.2,-0.4,-5,3,1.1,-0.3,-13,-21
O=C(c1ccco1)N1CCN(CCCCOc2ccc(F)cc2)CC1,-1,0.5,7.7,-7,-1,.,-0.2,7,1
CCOc1ccc(OCCOC(=O)CNC(=O)c2ccc(Cl)cc2Cl)cc1,2,-0.2,i,.,0,-0.7,-0.3,18,-1
COc1ccccc1CCN1CCCC(CN(C)C(=O)CCC(N)=O)C1 (stereo not given),17,-1.5,-1.2,4,-1,1.2,4.3,5,-11
O=C(COc1ccc([N+](=O)[O-])cc1)Nc1ccc(S(=O)(=O)N2CCOCC2)cc1,-1,-0.3,-0.4,1,-11,-3.1,-3.4,-5,-8
Cc1ccc(NC(=O)N2CCCC(C(=O)O)C2)cc1 (stereo not given),4,0.1,0.0,2,-3,-1.7,1.1,0,-2
O=C1c2ccccc2C(=O)N1CCc1c[nH]c2ccc(O)cc12,0,-0.9,-0.3,0,-14,-3.0,0.1,-13,-3
CN1CCN(CCCNC(=O)c2ccc(Cn3c(=S)[nH]c4ccc(Br)cc4c3=O)cc2)CC1,2,-0.5,i,3,-9,1.3,-0.2,-12,3
Cn1c(SCC(=O)N2CCOCC2)nnc1-c1ccccc1,2,-1.1,-5.0,-6,5,.,1.5,-4,8
Cn1c(N)c(C(=O)COC(=O)C2CCC(C(C)(C)C)CC2)c(=O)n(C)c1=O (stereo not given),3,7.8,i,6,2,.,0.1,41,-12
Cc1cc(S(=O)(=O)N2CCCC2)ccc1OCC(=O)NCc1ccco1,0,-1.3,-0.3,0,-1,.,-1.7,1,-26
C#CCOCCOCCOCCNc1nc(N2CCN(C(=O)[C@H](CC(N)=O)n3cc([C@@H](N)C(C)C)nn3)CC2)nc(N2CCN(C(=O)[C@H](CC(N)=O)n3cc([C@@H](N)C(C)C)nn3)CC2)n1,3,4.8,i,.,-2,-0.4,0.1,0,-24
CN(C)c1ccc(N=Nc2ccccc2C(=O)OCC(=O)N(C)c2ccccc2)cc1,-2,0.7,-2.7,4,0,.,0.0,10,77
COc1ccc(S(=O)(=O)N2CCCCC2)cc1NC(=O)c1cncc(Br)c1,-2,1.1,-0.6,.,5,-0.4,-0.4,-6,-3
O=C(COC(=O)CC12CC3CC(CC(C3)C1)C2)Nc1ncc(Cl)cc1Cl,-2,3.1,-2.2,5,-2,.,-3.4,42,-42
CCOC(=O)c1ccc2[nH]cc(C(C)=O)c(=O)c2c1,-3,-0.4,-1.0,-4,2,.,1.0,0,-1
C=CCSc1nnc(-c2cc(C(C)(C)C)nn2Cc2ccc(F)cc2)n1C,3,1.5,0.5,-1,-1,1.4,-0.5,26,-12
O=C(CCSCCC(=O)NN=Cc1ccccc1O)NN=Cc1ccccc1O,-4,-1.4,8.4,.,-3,-0.5,-0.3,4,-7
Nn1nnc2ccccc21,4,-0.2,-1.0,.,3,0.3,-0.3,7,-13
CCOCCCNC(=S)N1CCN(CC)CC1,-1,1.8,-0.2,2,-3,0.2,0.1,-6,-11
O=C(CCc1nnc(C2CCCCC2)o1)N1CCN(C2CCCCC2)CC1,5,-0.3,-0.3,-3,-1,0.9,-1.0,-6,-7
CCc1nc2ccc(C(=O)N(C)Cc3ccco3)cn2c1N(C)Cc1ccc(OC)cc1,-4,.,-0.3,.,6,0.2,-0.4,10,.
CCC1(CC(C)c2ccccc2)C(=O)NC(=O)NC1=O (stereo not given),-1,2.2,i,.,0,0.1,0.6,0,-1
O=c1[nH]c2ccccc2nc1-c1ccc(Cl)cc1,.,0.4,i,-1,-8,0.3,.,-7,3
O=C(CSc1ccc(-c2ccccn2)nn1)Nc1nccs1,-2,1.0,-0.6,4,-1,0.0,-1.7,-1,-13&-2
O=C(Cn1c(=O)oc2ccccc21)Nc1ccc(Br)cc1,8,-1.5,i,3,8,0.5,0.4,0,7
CC(=O)c1cccc(NC(=O)CCS(=O)(=O)c2cccc3nsnc23)c1,7,-0.3,-9.1,2,-46,.,2.4,-2,-11
C=CCn1c(CNS(=O)(=O)c2ccc(F)cc2)n[nH]c1=S,-1,4.7,i,2,0,1.2,1.2,-3,3
CCC(=O)Nc1cccc(-c2ccc(N3CCC(C)CC3)nn2)c1,-4,1.4,-0.2,1,-8,1.1,-1.9,11,-7
CC(C)Sc1nc(O)c(Cc2ccccc2)c(=O)[nH]1,-2,1.1,3.0,4,0,.,2.5,-11,-6

By substructure: the entries above with bromine (3)
smiles,Anthrax LF inh2,PfHsp40 yeast,BH1578 lux ind,3CLpro inhibitor,PrPC surface inh,TcdB inh,BoNT A protease,Yp Topo-I inh,PriA SSB inh
CN1CCN(CCCNC(=O)c2ccc(Cn3c(=S)[nH]c4ccc(Br)cc4c3=O)cc2)CC1,2,-0.5,i,3,-9,1.3,-0.2,-12,3
COc1ccc(S(=O)(=O)N2CCCCC2)cc1NC(=O)c1cncc(Br)c1,-2,1.1,-0.6,.,5,-0.4,-0.4,-6,-3
O=C(Cn1c(=O)oc2ccccc21)Nc1ccc(Br)cc1,8,-1.5,i,3,8,0.5,0.4,0,7

(next part)
smiles,Anthrax LF inh2,PfHsp40 yeast,BH1578 lux ind,3CLpro inhibitor,PrPC surface inh,TcdB inh,BoNT A protease,Yp Topo-I inh,PriA SSB inh
NS(=O)(=O)c1ccc(NS(=O)(=O)c2ccc(NC(=O)c3ccc(-c4ccccc4)cc3)cc2)cc1,7,0.3,4.5,5,-7,.,1.2,-7,-2
CC(NC(=O)CSC(=S)N(C)C)C12CC3CC(CC(C3)C1)C2 (stereo not given),-1,9.2,i,4,10,.,-0.3,26,-17
Cc1cc(C)cc(N(CC(=O)Nc2cccc(C)c2C)S(=O)(=O)c2c(C)[nH]c(=O)[nH]c2=O)c1,0,-0.7,i,0,-2,-0.1,0.8,6,11
Cc1c(Cl)ccc(S(=O)(=O)Nc2cccnc2)c1Cl,10,-0.1,-0.1,1,-1,0.5,-1.0,2,2
CC[C@]12c3[nH]c4ccccc4c3CCN1C(=O)C(CC(=O)NCCCOC)C[C@@H]2C(=O)N1CCN(C(=O)C2CC2)CC1 (stereo not given in full),-2,-0.7,i,.,7,-5.8,0.2,-7,-8
COc1ccccc1Nc1ncnc2ccccc12,-4,1.7,-0.2,-5,-6,.,-0.3,-1,-33
O=S(=O)(NC1CCCCC1N1CCN(c2ccccc2F)CC1)c1ccc(Cl)cc1 (stereo not given),-2,1.5,i,-2,-5,-0.8,0.3,-10,1
CC(Sc1nnc(-c2ccncc2)n1C)C(=O)NCC1CCCO1 (stereo not given),1,-0.3,0.6,.,5,2.4,-0.3,-9,-4
COc1cccc(-c2cnc3c(NC=O)cc(-c4ccccc4)cn23)c1,-2,.,-0.5,.,-2,0.4,0.2,31,.
COc1ccc(-c2cc3nc(C)cc(N4CCN(C(=O)c5cccnc5)CC4)n3n2)cc1,0,.,-0.2,.,-5,2.4,-0.1,21,.
Cc1noc(/C=C/NCc2cccnc2)c1S(=O)(=O)N(C)CC(=O)N1CCc2ccccc21,-2,-0.6,-0.3,-3,-8,0.7,-0.7,20,-10
Cc1ccc(-c2cc(C(=O)NCC3CCCO3)no2)cc1 (stereo not given),-3,-0.7,-0.3,-1,1,.,-0.3,0,-3
COc1ccccc1NC(=O)C1CCCN1C(=O)Nc1ccc(F)cc1 (stereo not given),3,1.4,-0.4,0,-8,0.4,-1.2,17,3
COCCNc1nc(NCc2ccc(C)cc2C)c2sccc2n1,-4,.,-0.9,.,12,-0.8,-0.1,5,.
C=CCn1c(SCC(=O)Nc2cccc(C(=O)OC)c2)nnc1C(C)NC(=O)c1cccs1 (stereo not given),-3,0.1,1.8,5,-4,.,2.0,10,-14
Cc1ccc(C(=O)Nc2ccc(-n3ccnc3P(=O)(O)c3ccccc3)cc2)cc1,-4,-0.3,i,-7,1,.,-1.0,4,17
NC(=S)NN=C1C=CCCC1,-7,-1.3,1.1,.,-2,0.4,-0.2,-2,-12
CC1Cc2ccccc2N1S(=O)(=O)c1cnc[nH]1 (stereo not given),-3,-0.5,i,2,-1,.,-2.0,-9,-1
O=C(/C=C/c1cccs1)c1ccc([N+](=O)[O-])cc1,-1,-0.1,i,0,-6,-0.1,0.6,-4,23
CNc1cncc(-c2cc(C)c(O)c(C)c2)n1,-2,.,0.6,.,13,0.8,0.0,-1,.
CN(C)CCN(C(=O)c1ccc(S(=O)(=O)N(C)CC2CCCO2)cc1)c1nc2cc3c(cc2s1)OCO3 (stereo not given),-2,0.5,i,-3,-2,0.4,0.4,8,2&10
CCOc1ccc(-n2nc3ccc(NC(=O)c4ccc5c(c4)OCCO5)cc3n2)cc1,-2,-0.4,1.8,4,-3,.,1.2,-13,-4
O=C(C1=C[C@H](C2CCCCC2)C[C@H](OCCCCO)O1)N1CCOCC1,0,-0.5,-0.3,-3,2,0.5&-0.2,-0.1,12,-1
Nc1ccccc1S(=O)(=O)NCCCCc1ccccc1,-3,0.3,i,1,7,0.2,-0.3,8,6
COc1ccc(S(=O)(=O)N2CCN(C/C=C/c3ccccc3)CC2)cc1NC(C)=O,2,-1.5,i,2,-3,2.9,-0.6,33,11

A different layout for some results above.
Each structure is followed by: Anthrax LF inh2, PfHsp40 yeast, BH1578 lux ind, 3CLpro inhibitor, PrPC surface inh, TcdB inh, BoNT A protease, Yp Topo-I inh, PriA SSB inh
- Cc1ccc(C(=O)Nc2ccc(-n3ccnc3P(=O)(O)c3ccccc3)cc2)cc1
    -4, -0.3, i, -7, 1, ., -1.0, 4, 17
- NC(=S)NN=C1C=CCCC1
    -7, -1.3, 1.1, ., -2, 0.4, -0.2, -2, -12
- CC1Cc2ccccc2N1S(=O)(=O)c1cnc[nH]1 (stereo not given)
    -3, -0.5, i, 2, -1, ., -2.0, -9, -1
- O=C(/C=C/c1cccs1)c1ccc([N+](=O)[O-])cc1
    -1, -0.1, i, 0, -6, -0.1, 0.6, -4, 23
- CNc1cncc(-c2cc(C)c(O)c(C)c2)n1
    -2, ., 0.6, ., 13, 0.8, 0.0, -1, .
